PhoP GFP inhibition: PhoP regulon inhibitors, Salmonella typhi PhoP promoter GFP reporter, confirmatory (AID 1850); Salmonella Typhi PhoP-promoter GFP reporter, fluorescence, 4 h; higher % means a stronger effect; 310,000 compounds, 0.33% hits; inhibition, % at 50 µM; hits with a dose series show IC50 in µM; in the data active = a potency from the dose series;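 also: 0% = induced wells with vehicle and 100% = uninduced wells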
VEEV TC-83 Vero: inhibitors of VEEV TC-83 cytopathic effect, confirmation, Vero cells (AID 588727); Vero cells, VEEV TC-83 cytopathic effect inhibition; higher % means a stronger effect; inhibition, % at 20 µM, or IC50 in µM where a hit was titrated; 350,000 compounds, 0.13% hits; in the data active = a potency from the dose series; also: strong numbers were not always called active
M. tuberculosis: growth inhibition of non-replicating M. tuberculosis (AID 488890). Mycobacterium tuberculosis non-replicating, growth inhibition; higher % means a stronger effect. inhibition, % at 25 µM; hits with a dose series show IC50 in µM. 320,000 compounds, 0.39% hits; in the data active = a potency from the dose series;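 also: plate controls were DMSO cells for no effect and high antibiotic wells for full effect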
H37Rv inhibition: M. tuberculosis growth inhibition, HTS (AID 449762); one-dose inhibition, % at 25 µM; IC50 in µM for titrated hits; 330,000 compounds, 0.59% hits; M. tuberculosis H37Rv growth inhibition, 7H9 media; higher % means a stronger effect; in the data active = a potency from the dose series;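 also: bacterial growth assessed after seven days of incubation; strong numbers were not always called active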
H1N1 NS1A inhibition: NS1A inhibition, H1N1 influenza, cell based functional assay (AID 504329) | 340,000 compounds, 0.3% hits | inhibition, % at 12.5 µM; hits with a dose series show IC50 in µM | NS1A functional cell-based assay, percent inhibition; higher % means a stronger effect; in the data active = a potency from the dose series; also: strong numbers were not always called active
VEEV TC-83 Vero 10K pilot screen: also measured in VEEV TC-83 Vero; calls as there; inhibition, %; measured here: 10K pilot screen inhibition
* marks the source's active call; other numbers are inactive results; i = inactive; . = no result given.

SMILES	PhoP GFP inhibition	VEEV TC-83 Vero	M. tuberculosis	H37Rv inhibition	H1N1 NS1A inhibition	others
N#C/C(=C/c1ccc(O)c(O)c1)C(=O)NCc1ccc(Cl)cc1	-2%	i	38%	3%	4%
CC(=O)Nc1nc(C)c(Oc2cccc(C(F)(F)F)c2)c(=O)[nH]1	5%	0.7%	24%	2%	-3%
CC(=O)c1ccccc1OC(=O)CCN1C(=O)C2C3C=CC(C4CC34)C2C1=O (configuration not stated)	-11%	i	16%	11%	-6%
NC(=O)c1ccsc1NC(=O)COC(=O)/C=C/c1ccc([N+](=O)[O-])cc1	-17%	0.8%	9%	-4%	-7%
Cc1cccc2sc(N(CCN(C)C)C(=O)C3CCN(S(=O)(=O)c4cccs4)CC3)nc12	8%	1.4%	-16%	-2%	4%
CCNC(=O)N1C(=O)C2(OCCO2)c2ccccc21	0%	0.4%	1%	-1%	-3%
CC1(C)Cc2c(cnn2-c2ccc(F)cc2)C(NC(=O)CCN2CCCC2=O)C1 (configuration not stated)	5%	0.1%	1%	0%	-3%
CCOc1ccc(C2N(c3cc(C)on3)C(=O)C3CCCN32)cc1OC (configuration not stated)	-11%	1.8%	-9%	-10%	-3%
C=CC[n+]1c(-c2ccccc2)csc1NC(C)(C)C	4%	2.0%	9%	-6%	-3%
CC(NC(=O)c1ccc(C(C)(C)C)cc1)C(=O)O (configuration not stated)	7%	0.7%	-3%	-6%	8%
Nc1nc(SCc2ccccc2)c2ncn(C3OC(CO)C(O)C3O)c2n1 (configuration not stated)	.	4.0%	.	.	-18%
CC(C)CNC(=S)NC(=O)c1ccc([N+](=O)[O-])cc1	-6%	0.3%	44%	12%	11%
CCN(CC)CCNS(=O)(=O)c1ccc(Cl)cc1	-10%	1.0%	10%	10%	9%	VEEV TC-83 Vero 10K pilot screen=0.0
CC(=O)Nc1ccc(S(=O)(=O)N2CCN(C(=O)N3CCOCC3)CC2)cc1	4%	2.2%	-20%	0%	-6%
CC1(NC(=O)Cn2cc(C(F)(F)F)ccc2=O)CCS(=O)(=O)C1 (configuration not stated)	.	2.4%	.	3%	1%
Cc1cc2nccnc2cc1C	.	0.6%	.	.	-13%
COc1ccc2c(c1)C1NC(=S)N[C@@](C)(O2)C1C(=O)Nc1ccccc1 (some centres not stated)	-1%	7.0%	10%	-6%	-4%
O=C(NC(=S)Nc1ccccc1)c1ccc(Br)o1	-1%	0.8%	61%	2%	4%
CCn1cc(C(=O)OCC(=O)N(C)Cc2ccccc2)c(=O)c2ccc(C)nc21	-9%	0.8%	1%	-2%	0%
COc1ccc(NC(=O)c2ccco2)cc1NC(=O)c1cccs1	0%	2.3%	-14%	-4%	6%
Cn1nc(C(F)(F)F)c(CN2CC(C)(C)C2=O)c1N1CCOCC1	6%	1.0%	-6%	3%	3%
CCN(CC)c1ccc(S(=O)(=O)N2CCOCC2)cc1NC(=O)COC(=O)c1ccco1	-2%	5.6%	-6%	3%	-10%
CCn1c(Cc2ccc(OC)cc2)nnc1SCC(=O)NC1CCCCC1	-2%	0.3%	6%	-2%	-16%
Nc1ncc(Br)cc1S(=O)(=O)NCCC(=O)NCCc1ccc(Cl)cc1	7%	2.8%	33%	9%	-3%
COc1ccc(Cc2nnc(NS(=O)(=O)c3ccc(Cl)cc3)s2)cc1OC	-7%	0.2%	32%	-8%	-12%
CC(C)(CO)N=C1NS(=O)(=O)c2cc([N+](=O)[O-])ccc21	-2%	i	0%	-1%	13%
CCOc1ccc(CN2CCN(C(=O)Cc3ccccc3)CC2)cc1	-3%	0.4%	9%	1%	-3%
O=S(=O)(NCCc1csc(-c2ccccc2)n1)c1cccnc1	-8%	i	18%	-1%	-4%
Cc1cccc(C)c1N=Cc1c(C(F)(F)F)[nH][nH]c1=O	-9%	0.6%	-6%	2%	-1%
CCOc1cccc2sc(Cl)nc12	21%	i	23%	-2%	-11%

Two compounds picked at random from those above:
SMILES	PhoP GFP inhibition	VEEV TC-83 Vero	M. tuberculosis	H37Rv inhibition	H1N1 NS1A inhibition	others
CCOc1cccc2sc(Cl)nc12	21%	i	23%	-2%	-11%
CC(C)(CO)N=C1NS(=O)(=O)c2cc([N+](=O)[O-])ccc21	-2%	i	0%	-1%	13%

Additional structures:
SMILES	PhoP GFP inhibition	VEEV TC-83 Vero	M. tuberculosis	H37Rv inhibition	H1N1 NS1A inhibition	others
Cc1ccccc1NC(=S)NNC(=O)c1ccoc1C	0%	4.2%	-13%	-2%	2%
O=C(CNC(c1ccccc1)c1ccccc1)NCc1ccccc1Cl	-8%	1.2%	9%	6%	-2%
CS(=O)(=O)NCCCNc1ccc(C(F)(F)F)cc1[N+](=O)[O-]	9%	0.1%	9%	-12%	12%
Cc1cc(C)c(CN2CCC(n3nccc3NC(=O)C3CCCC3)CC2)cc1C	-2%	i	4%	5%	3%
Cc1onc(-c2ccccc2Cl)c1C(=O)OCC(=O)N1CCC(C)CC1	.	3.2%	22%	2%	-15%
COc1ccc(NC(=O)N2CCCC(C(=O)Nc3ccccc3OC)C2)cc1 (configuration not stated)	0%	1.1%	-15%	2%	-1%
COc1cccc(NC(=O)CN(C)C(=O)CCCc2nc3ccccc3s2)c1	-2%	0.9%	31%	-7%	-4%
Cc1ccccc1NC(=O)CSc1nn2c(=O)c(C)nnc2s1	-5%	0.6%	-10%	-4%	10µM*
O=S(=O)(Nc1cccc(S(=O)(=O)N2CCOCC2)c1)c1ccc2c(c1)OCCO2	-2%	6.4%	-2%	-7%	-8%
C=CCOc1ccc(/C=C/C(=O)OCC(=O)N2CCN(C(C)=O)CC2)cc1	.	i	12%	-3%	-2%
O=[N+]([O-])c1cc2c(cc1[N+](=O)[O-])OCCOCCOCCOCCO2	-4%	i	22%	4%	-5%
CCOC(=O)C1CCN(CC(=O)Nc2c(C(=O)OC)[nH]c3cccc(C)c23)CC1	14%	1.1%	.	0%	-6%
Cc1ccc(S(=O)(=O)Nc2cccc(C(=O)NCCCN3CCCC3=O)c2)cc1F	-2%	i	0%	50%	7%
N#Cc1c(NC(=O)Cn2cnc3ccccc3c2=O)oc(-c2ccccc2)c1-c1ccccc1	2%	0.6%	-18%	-3%	-4%
CC(=O)c1c(N(C)C)ccnc1C(F)(F)F	0%	0.7%	-9%	4%	-5%
Cc1nn(C(C)(C)C)c(N)c1-c1ccccc1	-8%	1.5%	-5%	-5%	1%
Cc1ccc(NC(=O)CNCCCN2CCOCC2)cc1S(=O)(=O)N1CCCCC1	11%	i	-14%	0%	15%
CCOc1ccc(/C(O)=C2/C(=O)C(=O)N(CCOCCO)C2c2ccc(F)cc2)cc1 (configuration not stated)	5%	1.4%	-2%	-10%	-9%
CCCn1nc(C(=O)NNC(=O)c2ccc(OC(F)F)cc2)c2ccccc2c1=O	.	3.9%	15%	4%	0%
CC(C)N1CCC(=NNC(=O)c2ccc(Br)o2)CC1	-3%	0.5%	9%	5%	1%
CCCc1nc2ccccc2c(NC(=O)CN(CC)CC)c1CC	2%	1.5%	2%	-2%	6%
Cc1ccsc1CN1CCN(c2ccccn2)CC1	2%	0.6%	-1%	-2%	-9%
O=C(Oc1nsnc1N1CCOCC1)N1CCOCC1	2%	i	5%	-4%	1%
Cc1cc(C)nc(N2CCC(C(=O)NCCc3ccccc3)CC2)n1	0%	i	8%	-5%	-4%
Cc1cc(C)c2nc(SCC#N)cc(C)c2c1	4%	i	20%	-1%	1%
CCCS(=O)(=O)Nc1c(C(=O)O)[nH]c2ccc(OC)cc12	6%	1.0%	-4%	-9%	-7%
O=C1COc2ccc(C(=O)COC(=O)c3ccccc3[N+](=O)[O-])cc2N1	-2%	9.5%	-7%	-4%	-5%
S=C(Nc1ccccc1)N1CCN(C(=S)Nc2ccccc2)CC1	-1%	.	-14%	-8%	.
Cc1ccc(C)c2[nH]c(=O)c(CCNC(=O)CC(C)(C)C)cc12	2%	4.9%	.	3%	-4%
CCn1c(SCC(=O)Nc2cc(C)on2)nnc1-c1cccc(C)c1	-4%	1.9%	-1%	-15%	-10%
O=C(c1ccccc1)N1CCN(C2CCCCC2)CC1	-3%	1.4%	-5%	-10%	-18%
Cc1noc(C)c1COC(=O)CCCc1c[nH]c2ccccc12	7%	1.5%	32%	6%	3%
O=C1c2ccc(-c3ccc4c(c3)C(=O)N(CCCO)C4=O)cc2C(=O)N1CCCO	0%	0.4%	-8%	-8%	-15%
Cc1ccc(NC(=O)c2cncc(Br)c2)c(O)c1	0%	3.4%	2%	-4%	0%
Oc1ccc(C=Nc2ccccc2-c2nc3ccccc3[nH]2)cc1	-5%	1.2%	41%	-3%	-5%
O=C(Nc1ccc(Cl)cc1)[C@@H]1[C@@H]2C(=O)N(c3ccc(Cl)cc3Cl)C(=O)[C@@H]2[C@H]2C=CC=NN21	-19%	.	24%	-2%	.
COc1cccc(C2=NOC(C(=O)Nc3c(C)n(C)n(-c4ccccc4)c3=O)C2)c1 (configuration not stated)	3%	1.1%	-12%	-3%	-3%
CC(=O)NC1(C(=O)O)CCCC1	-8%	i	-12%	0%	12%
Cc1ccc(S(=O)(=O)NCc2ccccc2)cc1C(=O)N(C)CC(=O)Nc1c(Cl)cccc1Cl	2%	9.3%	18%	-1%	-4%
O=C(O)CCc1[nH]c2ccccc2c1Sc1ccccc1	0%	1.0%	5%	-6%	-3%

Of the compounds above, these contain a COOH group:
SMILES	PhoP GFP inhibition	VEEV TC-83 Vero	M. tuberculosis	H37Rv inhibition	H1N1 NS1A inhibition	others
CC(NC(=O)c1ccc(C(C)(C)C)cc1)C(=O)O (configuration not stated)	7%	0.7%	-3%	-6%	8%
CCCS(=O)(=O)Nc1c(C(=O)O)[nH]c2ccc(OC)cc12	6%	1.0%	-4%	-9%	-7%
CC(=O)NC1(C(=O)O)CCCC1	-8%	i	-12%	0%	12%
O=C(O)CCc1[nH]c2ccccc2c1Sc1ccccc1	0%	1.0%	5%	-6%	-3%

Ordered by molecular weight (ascending): some entries from above
SMILES	PhoP GFP inhibition	VEEV TC-83 Vero	M. tuberculosis	H37Rv inhibition	H1N1 NS1A inhibition	others
Cc1ccc(NC(=O)c2cncc(Br)c2)c(O)c1	0%	3.4%	2%	-4%	0%
Oc1ccc(C=Nc2ccccc2-c2nc3ccccc3[nH]2)cc1	-5%	1.2%	41%	-3%	-5%
O=C(Nc1ccc(Cl)cc1)[C@@H]1[C@@H]2C(=O)N(c3ccc(Cl)cc3Cl)C(=O)[C@@H]2[C@H]2C=CC=NN21	-19%	.	24%	-2%	.
Cc1ccc(S(=O)(=O)NCc2ccccc2)cc1C(=O)N(C)CC(=O)Nc1c(Cl)cccc1Cl	2%	9.3%	18%	-1%	-4%

More entries
SMILES	PhoP GFP inhibition	VEEV TC-83 Vero	M. tuberculosis	H37Rv inhibition	H1N1 NS1A inhibition	others
COc1cc2c(C#N)c(N3CCCCC3)nc(N)c2c(N)n1	9%	0.4%	11%	19%	-3%	VEEV TC-83 Vero 10K pilot screen=4.1
Cc1ccc(C)c(N2CCN(C(=O)Cn3ncc4c([nH]c5ccc(C)cc54)c3=O)CC2)c1	2%	3.9%	5%	6%	-1%
COCc1cc(C)nc(OCC(=O)N/N=C/c2ccc(C)cc2)c1C#N	3%	i	-16%	6%	-1%
Cc1ccc(O)c(C(CC(=O)NCc2cccnc2)c2ccccc2)c1 (configuration not stated)	14%	0.2%	-1%	1%	-27%
C#CCSc1nc2ccccc2n1C(=O)c1ccc(S(=O)(=O)N2CCCCC2)cc1	-1%	0.9%	50%	-3%	-6%	VEEV TC-83 Vero 10K pilot screen=1.4
CSc1nsc(SC)c1C(=O)O	1%	0.4%	-3%	1%	4%
CCN(CC)S(=O)(=O)c1ccc(NC(=O)c2cccs2)cc1	10%	0.8%	.	-2%	3%
Cc1ccc(S(=O)(=O)NC(CC(C)C)C(=O)N2CCOCCOCCOCC2)cc1 (configuration not stated)	-2%	i	-13%	-8%	5%
Cc1occc1-c1nnc(SCC(=O)N2CCCc3ccccc32)n1Cc1ccco1	.	4.8%	.	.	-8%
O=C(Nc1ccc(F)cc1)N1CCOCC1	13%	i	9%	-2%	-11%
COc1ccccc1N1CCN(C(=O)c2ccccc2Oc2ccccc2)CC1	13%	13%	-3%	-5%	-16%
CC(C)OC(=O)c1sc2nc(-c3ccccc3)ccc2c1N	-10%	3.5%	14%	2%	-6%
CC(C)CC(NC(=O)C1CCCCC1)C(=O)N1CCC2(CC1)OCCO2 (configuration not stated)	3%	0.4%	-3%	7%	-9%
Cn1cc(S(=O)(=O)N2CCN(C(=O)c3ccco3)CC2)c(=O)n(C)c1=O	3%	0.6%	-16%	-4%	-3%
CC(=O)c1c(C)[nH]c(C(=O)OCc2c(F)cccc2Cl)c1C	13%	3.9%	-3%	8%	-1%
COc1cccc(NC(=O)CC(=O)c2ccccc2)c1	8%	1.0%	40%	-5%	3%
CC(CCc1ccccc1)NCc1cccc2ccccc12 (configuration not stated)	-6%	1.3%	51%	7%	4%
COC(=O)C1CN(C(=O)COc2cccc(C)c2C)c2ccccc2O1 (configuration not stated)	-10%	0.2%	31%	8%	-25%
C=CC[C@@H](CC(=O)N(CCO)Cc1ccccc1)C(=O)NC[C@@H](OC(=O)[C@@H](CC=C)Cc1ccc(F)cc1)c1ccccc1	.	i	8%	-2%	1%

Bioassay records: PubChem, Southern Research Specialized Biocontainment Screening Center
